DRD3 antagonist: qHTS of D3 Dopamine Receptor Antagonist: qHTS; D(3) dopamine receptor (Homo sapiens), P35462; D3R cells, DiscoveRx beta-arrestin luminescence, antagonist mode; active compounds read low; max response, negative = inhibition, %; 360,000 compounds, 2.5% hits; in the data active means max response below about -50%; inconclusive means no clear call, values can overlap the other calls; further: on the % scale 0 is the no-effect control and ±100 the full control effect; mostly tested at two doses, the higher about 12 µM
Target sequence (P35462 whole entry, looked up): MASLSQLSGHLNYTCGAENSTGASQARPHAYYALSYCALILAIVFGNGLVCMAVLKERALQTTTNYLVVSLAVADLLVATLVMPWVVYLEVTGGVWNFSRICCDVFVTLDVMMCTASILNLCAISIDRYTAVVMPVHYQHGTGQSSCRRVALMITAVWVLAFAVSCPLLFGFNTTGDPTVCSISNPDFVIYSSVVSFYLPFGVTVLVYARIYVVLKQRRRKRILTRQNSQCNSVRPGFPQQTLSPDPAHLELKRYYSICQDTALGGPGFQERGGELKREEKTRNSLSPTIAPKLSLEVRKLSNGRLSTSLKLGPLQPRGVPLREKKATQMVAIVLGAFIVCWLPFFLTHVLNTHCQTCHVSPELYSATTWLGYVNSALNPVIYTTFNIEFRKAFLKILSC
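Cells plated overnight at 1500 cells/well, then exposed to library compounds with dopamine controls for 90 minutes at 37 degrees C. DiscoveRx reagent added for 30–60 minutes at room temperature; luminescence read, quantitative HTS format.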
SW480 rereplic: A quantitative high throughput screen for small molecules that induce DNA re-replication in SW480 colon adenocarcinoma cells. Potency, µM (titrated, usually from 46.1 µM), inactives show at the highest dose re-replication activation, most hits filed as activators. 340,000 compounds, 1.8% hits. SW480 DNA re-replication, Hoechst DNA content imaging, 48 h; further: potency means the concentration at half of the fitted maximal effect; % of control where 0% means no effect; nearly all actives have a fitted effect of over 55% in size
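Treated cells incubate 48 hr (37 C, 5% CO2), are stained 40 min with Hoechst, and nuclear fluorescence is enumerated; a rise in nuclei with high DNA signal marks re-replication.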
HT1080 IDH1KD tx: qHTS for induction of synthetic lethality in tumor cells producing 2HG: qHTS for the HT-1080-IDH1KD cell line. AID 686971, 2013. Potency, µM (doses to about 46.1 µM), without a hit: top-dose activity, negative = toxicity, actives largely listed as cytotoxic. 360,000 compounds, 2% hits. HT-1080 IDH1 knockdown viability, ATP luminescence, 48 h;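 further: potency means the concentration at half of the fitted maximal effect; 0% = DMSO wells and -100% = cell-free medium wells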
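HT-1080-IDH1KD cells (IDH1 knocked down), 750/well in RPMI with 5% FBS, treated with compound 48 h at 37 degrees C. Viability by CellTiter-Glo luminescence, normalised to DMSO and no-cell wells; concentration-response curves classed.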
GLP-1R agonist: qHTS of GLP-1 Receptor Agonists; 380,000 compounds, 0.007% hits; Potency, µM (titrated, usually from 45.6 µM), without a hit: at the top dose activation, most hits filed as activators; HEK293 GLP-1R CRE-luciferase, luminescence, 4-6 h; cells express a hypersensitive GLP-1R form; Glucagon-like peptide 1 receptor (Homo sapiens), P43220; further: potency means the concentration at half of the fitted maximal effect; % of control where 0% means no effect
Target sequence (P43220 whole entry, looked up): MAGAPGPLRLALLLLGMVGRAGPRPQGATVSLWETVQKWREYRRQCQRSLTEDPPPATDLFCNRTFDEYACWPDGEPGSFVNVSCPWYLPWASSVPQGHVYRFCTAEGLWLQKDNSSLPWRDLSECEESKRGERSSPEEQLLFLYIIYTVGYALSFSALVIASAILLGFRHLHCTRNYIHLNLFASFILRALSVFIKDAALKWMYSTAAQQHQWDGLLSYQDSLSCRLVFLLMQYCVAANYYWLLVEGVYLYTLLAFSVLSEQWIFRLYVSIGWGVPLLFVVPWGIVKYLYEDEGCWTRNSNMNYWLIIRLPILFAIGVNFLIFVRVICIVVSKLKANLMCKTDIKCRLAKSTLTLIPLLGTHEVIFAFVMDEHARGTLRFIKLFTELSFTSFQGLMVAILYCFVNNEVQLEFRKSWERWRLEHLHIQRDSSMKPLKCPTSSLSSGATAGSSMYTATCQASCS
IL-1B inflam inh: qHTS for Inhibitors of Inflammasome Signaling: IL-1-beta AlphaLISA Primary Screen. THP-1 LPS/ATP IL-1B secretion, AlphaLISA, 16 h; active compounds read low. activity change, % at 57.5 µM. 360,000 compounds, 4.7% hits. AID 743279, 2014; in the data active means activity change below about -50%; inconclusive means mostly about -30% to -49%; further: on the % scale 0 is the no-effect control and ±100 the full control effect
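THP-1 cells pretreated 1 hr with compounds (up to 57.5 uM final), then stimulated with LPS (250 ng/mL final) plus ATP (1.25 mM final); secreted IL-1B measured by AlphaLISA after 16 hr, decreased signal indicating inhibition.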
HT1080-NT tox: qHTS for induction of synthetic lethality in tumor cells producing 2HG: qHTS for the HT-1080-NT fibrosarcoma cell line | HT-1080-NT fibrosarcoma viability, CellTiter-Glo ATP luminescence, 48 h | Potency, µM (top dose mostly 46.1 µM), without a hit: at the top dose activity, negative = less viability, usual class: cytotoxic | 360,000 compounds, 1.6% hits | AID 686970, 2013;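 further: NT is the 2HG producing partner of a matched IDH1 knockdown line; potency means the concentration at half of the fitted maximal effect; 0% = DMSO-treated cells and -100% = media-only wells without cells; nearly all actives have a fitted effect of over 55% in size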
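Toxicity toward the 2HG-producing NT line was scored as %Activity, normalised to DMSO and no-cell wells, from CellTiter-Glo luminescence after 48 hours' treatment.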
KB-3-1 cytotox: qHTS assay for MDR1-selective chemotherapeutics: Primary screen using the parental adenocarcinoma cell KB-3-1. Potency, µM (highest dose often 46.1 µM), for the others: top-dose activity change, negative = cytotoxic, most hits filed as cytotoxic. KB-3-1 viability, CellTiter-Glo ATP luminescence, 72 h. AID 1347075, 2019. 400,000 compounds, 1.4% hits; further: potency means the concentration at half of the fitted maximal effect; on the % scale 0 is the no-effect control and ±100 the full control effect; nearly all actives have a fitted effect of over 60% in size
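Cells are dispensed, compounds pinned in, plates held at 37 °C for 72 h, then CellTiter-Glo is added and luminescence read after 10 minutes. Cell line: parental KB-3-1 in phenol-red-free DMEM, 10% FBS.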
D3 ag: qHTS of D3 Dopamine Receptor Agonist: qHTS; D3R DiscoveRx beta-arrestin cells, luminescence, 90 min; max activation, %; 410,000 compounds, 0.58% hits; AID 652048, 2013; in the data active means max activation above about 30%; further: 0% is about no effect; mostly tested at two doses, the higher about 12 µM
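Agonist-mode cell screen: cells plated at 1500/well and incubated overnight at 37 °C, then exposed to library compounds for 90 min at 37 °C. Detection reagent was added for 30–60 min at room temperature, and luminescence was read.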
KB-V1 cytotox: qHTS assay for MDR1-selective chemotherapeutics: Primary screen using the drug-selected MDR subline cells KB-V1; KB-V1 MDR cells viability, CellTiter-Glo, 72 h; Potency, µM (series often up to 46.1 µM), without a hit: top-dose activity change, negative = cytotoxicity, usual class: cytotoxic; 400,000 compounds, 3.4% hits; further: potency means the concentration at half of the fitted maximal effect; on the % scale 0 is the no-effect control and ±100 the full control effect; nearly all actives have a fitted effect of over 60% in size
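Readout: CellTiter-Glo luminescence, 10 min after addition. Cells: KB-V1 MDR subline, 72 h at 37 degrees C with compound. Analysis: corrected, normalized data fitted to concentration-effect curves.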
The depositor's hits bear a star; ? = inconclusive; · = not tested or not shown; [ ] = remark or other dose. Unless noted, the call rests on the fitted dose curve; in most records, active means well fitted curve in the direction sought with a large enough effect; inconclusive means small, poorly fitted or top-dose-only effect, or another doubt; inactive means no such curve, though single readings can be large; an effect the other way counts as inactive or inconclusive.

1	CCC(C)C(NC(=O)C1CCC(C)CC1)C(=O)NCc1ccccn1 (centres undefined)
2	CN(CC(=O)Nc1ccc(OC(F)(F)F)cc1)C(=O)c1ccccc1SCC(=O)N1CCCC1
3	O=C(CSc1nc2ccccc2o1)Nc1nccs1
4	COC(=O)c1ccc(CSc2nnc(NCc3ccccc3)s2)o1
5	COc1ccc([C@H]2CN(c3ccccc3)C(=O)[C@@H]2CC(=O)Nc2ccccc2)cc1
6	Cc1c(/C=C/C(=O)c2ccccc2O)cnn1C
7	Cn1nc2sc3ccccc3n2c(=O)c1=O
8	CC1CCN(S(=O)(=O)c2cccc(C(=O)NC3CCCCC3)c2)CC1
Screen / compound no.	1	2	3	4	5	6	7	8
DRD3 antagonist	-10	-13	5	0	-9	6	14	-9
SW480 rereplic	-12%	-1%	-18%	-4%	·	-5%	?	-13%
HT1080 IDH1KD tx	29%	-1%	1%	6%	-1%	17%	4%	1%
GLP-1R agonist	-9%	-3%	6%	4%	6%	2%	0%	0%
IL-1B inflam inh	22	-7	5	7	-2	18	·	-3
HT1080-NT tox	27%	2%	0%	13%	0%	?	11%	-3%
KB-3-1 cytotox	-3%	16µM*	1%	-3%	7%	17%	2%	-7%
D3 ag	-7	-13	-4	-4	3	-1	6	-18
KB-V1 cytotox	-13%	7.3µM*	?	-1%	?	-14%	3%	?

Quoted at random: five compounds from above, in no set order.
4	COC(=O)c1ccc(CSc2nnc(NCc3ccccc3)s2)o1
5	COc1ccc([C@H]2CN(c3ccccc3)C(=O)[C@@H]2CC(=O)Nc2ccccc2)cc1
3	O=C(CSc1nc2ccccc2o1)Nc1nccs1
6	Cc1c(/C=C/C(=O)c2ccccc2O)cnn1C
8	CC1CCN(S(=O)(=O)c2cccc(C(=O)NC3CCCCC3)c2)CC1
Screen / compound no.	4	5	3	6	8
DRD3 antagonist	0	-9	5	6	-9
SW480 rereplic	-4%	·	-18%	-5%	-13%
HT1080 IDH1KD tx	6%	-1%	1%	17%	1%
GLP-1R agonist	4%	6%	6%	2%	0%
IL-1B inflam inh	7	-2	5	18	-3
HT1080-NT tox	13%	0%	0%	?	-3%
KB-3-1 cytotox	-3%	7%	1%	17%	-7%
D3 ag	-4	3	-4	-1	-18
KB-V1 cytotox	-1%	?	?	-14%	?

Next results.
9	CC(C)c1ccccc1NC(=S)NCc1nc2ccccc2[nH]1
10	COc1cc2c(cc1NC(=O)CSc1nnnn1-c1ccccc1)oc1ccccc12
11	CCOC(=O)N1CCN(C(=O)CCS(=O)(=O)c2ccc(Br)s2)CC1
12	COc1ccc(NS(=O)(=O)c2cccc(C(=O)NCCCn3ccnc3)c2)cc1
13	CC1=NN(c2ccccc2)C(=O)C1C(=S)SC1CC(=O)NC1=O (centres undefined)
14	O=C(CSc1nnc(-c2cccc(F)c2)o1)N1CCCC1
15	CC(=O)Nc1ccc(S(=O)(=O)NCCSCc2ccc(Cl)cc2Cl)cc1
16	Nc1ncc(Br)cc1S(=O)(=O)Nc1ccccc1F
Screen / compound no.	9	10	11	12	13	14	15	16
DRD3 antagonist	3	-23	18	12	?	-4	32	-1
SW480 rereplic	0%	8%	-9%	-12%	·	-4%	-2%	-5%
HT1080 IDH1KD tx	-3%	-1%	10%	5%	-13%	12%	?	-3%
GLP-1R agonist	7%	0%	3%	-6%	2%	9%	6%	-3%
IL-1B inflam inh	48	21	10	3	14	-7	-56*	23
HT1080-NT tox	-19%	-4%	12%	0%	-2%	5%	-26%	-8%
KB-3-1 cytotox	-2%	-12%	5%	17%	5%	10%	?	-4%
D3 ag	-7	-2	6	-5	-8	-5	-4	10
KB-V1 cytotox	?	-9%	-26%	-2%	9%	-6%	?	2%

17	Cc1ccccc1-c1cc(C(=O)NCc2cccc(Br)c2)n(CC2CC(c3cccnc3)=NO2)n1 (centres undefined)
18	COc1ccc(Cc2nc3ccc(C(=O)N4CCCCC4CCO)cc3o2)cc1 (centres undefined)
19	CCOC(=O)c1cc(NC(=O)/C=C\C(=O)O)ccc1Cl
20	O=c1[nH]c2ccc(NS(=O)(=O)c3ccc(Cl)cc3)cc2[nH]1
21	O=C(NC1CCCC1)C1CCN(C(=O)c2ccccc2Cl)CC1
22	COC(=O)c1sccc1NC(=O)CNC(=O)c1ccccc1
23	CCC(=O)N/C(N)=N/c1nc2ccccc2o1
24	CN1CCN(c2nc3c(c(=O)[nH]c(=O)n3C)n2CC(N)=O)CC1
Screen / compound no.	17	18	19	20	21	22	23	24
DRD3 antagonist	-29	3	-6	21	10	-4	14	1
SW480 rereplic	1%	-29%	2%	-7%	-3%	-2%	-7%	-2%
HT1080 IDH1KD tx	-3%	-1%	16%	0%	4%	1%	21%	-3%
GLP-1R agonist	1%	-3%	2%	10%	2%	18%	7%	-8%
IL-1B inflam inh	-24	-1	25	0	8	9	29	8
HT1080-NT tox	-6%	21%	0%	0%	-1%	7%	22%	8%
KB-3-1 cytotox	-20%	3%	1%	16%	0%	3%	1%	1%
D3 ag	-22	4	0	9	3	6	4	3
KB-V1 cytotox	?	0%	-2%	15%	7%	-1%	30%	11%

25	O=C(NC(Cc1ccccc1)C(=O)O)/C(=C/c1ccc([N+](=O)[O-])cc1)NC(=O)c1ccco1 (centres undefined)
26	O=C(NCSc1ccccc1)c1ccccc1
27	Cc1cc(NC(=O)Nc2ccccc2)n(C(C)(C)C)n1
28	COc1ccccc1NC(=O)NCC(c1ccco1)N1CCCCC1 (centres undefined)
29	COc1ccc(-c2nc3ccccc3o2)cc1NC(=O)COc1ccc(C)c(C)c1
30	NC(=O)CSc1nnc(CSc2ncccn2)n1-c1ccccc1
31	CCCCc1c(O)nc(SCC(=O)Nc2ccc(C)cc2)n(-c2ccc(OC)cc2)c1=O
32	Cc1ccc(C(=O)N2CCN(C)CC2)cc1S(=O)(=O)N1CCOCC1
Screen / compound no.	25	26	27	28	29	30	31	32
DRD3 antagonist	3	3	-11	?	·	-2	17	-22
SW480 rereplic	-10%	-9%[9.22 µM]	-13%	-15%	·	-3%	-1%	-4%
HT1080 IDH1KD tx	12%	1%	2%	1%	·	5%	-4%	-4%
GLP-1R agonist	2%	3%	0%	-2%	-1%	11%	-1%	3%
IL-1B inflam inh	-15	1	10	17	·	24	27	10
HT1080-NT tox	5%	3%	6%	-2%	·	5%	-1%	-15%
KB-3-1 cytotox	-10%	17%	6%	-4%	5.8µM*	17%	-4%	15%
D3 ag	4	-8	2	-15	1	7	7	-6
KB-V1 cytotox	-5%	-9%	-2%	-5%	?	2%	28%	12%

33	COc1ccc(NC(=O)c2nc[nH]c2C(=O)N(C)Cc2ccccc2)cc1
34	Cc1nc(N)c(CC(Br)CBr)c(Cl)n1 (centres undefined)
35	CN(C(=O)c1cc(Cl)c2c(c1)OCCO2)c1c(N)n(Cc2ccccc2)c(=O)[nH]c1=O
36	CCOc1ccccc1N(CC(=O)Nc1ccc(OC)c(Cl)c1)S(=O)(=O)c1ccccc1
37	CCCCN(C(=O)c1cccc(S(=O)(=O)N2CCN(C)CC2)c1)c1c(N)n(CC(C)C)c(=O)[nH]c1=O
38	Cc1ccc(CC2C(=O)N(c3ccc(C)cc3)C(=O)C2C)cc1 (centres undefined)
39	COc1cc2c(cc1OC)C(c1ccc3c(c1)OCO3)CC(=O)N2 (centres undefined)
40	O=C(O)c1ccc(-c2ccc(OS(=O)(=O)c3ccccc3F)cc2)cc1
41	Nc1c(C(=O)Nc2ccc3c(c2)OCCO3)nnn1Cc1ccc(Br)cc1
42	CC(=O)N(c1ccc(C)cc1)C1C=CS(=O)(=O)C1 (centres undefined)
43	Cc1nn(C)cc1C(=O)Nc1c(C)nn(Cc2ccccc2Cl)c1C
Screen / compound no.	33	34	35	36	37	38	39	40	41	42	43
DRD3 antagonist	0	-1	4	·	0	13	-11	3	1	5	?
SW480 rereplic	-2%[9.22 µM]	-16%	2%	·	?	2%	-5%	-3%	5%	-3%	-9%
HT1080 IDH1KD tx	11%	0%	11%	·	0%	1%	?	-2%	-12%	0%	-1%
GLP-1R agonist	14%	-2%	1%	-5%	7%	13%	21%	7%	14%	12%	2%
IL-1B inflam inh	-10	0	-4	·	16	-12	25	-16	4	6	8
HT1080-NT tox	9%	-1%	1%	·	-4%	5%	?	0%	-11%	-2%	-4%
KB-3-1 cytotox	-24%	2%	2%	?	-3%	6%	-8%	2%	6%	5%	0%
D3 ag	0	4	-5	-2	-12	18	5	1	-1	6	-16
KB-V1 cytotox	-15%	5%	11%	?	0%	6%	-2%	-5%	11%	15%	-21%

Compound activity (PubChem)
